WRN inhibitor = inhibitors of human WRN helicase; Q14191; WRN helicase unwinding, fluorescent forked duplex, kinetic; Potency, µM (titrated, usually from 114 µM), without a hit: top-dose activity change, negative = inhibition, actives largely listed as inhibitors; 0.46% of 360,000 active; AID 651768; also: potency is read from the fitted curve at half-maximal effect; % is scaled to controls: 0 for no effect and ±100 for the full control effect; nearly all actives have a fitted effect of over 55% in size
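Enzyme (20 nM final) and test compound sit together 15 min at room temperature before substrate addition. Substrate is a single-forked duplex oligonucleotide (100 nM) labelled with fluorophore and quencher, with 2 mM ATP; helicase unwinding raises red fluorescence, read kinetically.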
D3 antag = antagonists of human D3 dopamine receptor. P35462. D3R cells, DiscoveRx beta-arrestin luminescence, antagonist mode; active compounds read low. max response, negative = inhibition, %. 2.5% of 360,000 active. AID 652054; in the data active = max response below about -50%; inconclusive = no clear call, values can overlap the other calls; also: % is scaled to controls: 0 for no effect and ±100 for the full control effect; mostly tested at two doses, the higher about 12 µM
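Cells expressing the human receptor were seeded at 1500 cells/well, incubated overnight at 37 degrees C in 5% CO2, then exposed to library compounds with dopamine controls for 90 minutes at 37 degrees C before luminescent detection.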
IL2 activator = activators of IL-2; activation, % (series mostly up to about 46 µM); 0.065% of 360,000 active; IL-2 activation reporter assay, cell-based qHTS; stimulated with anti-CD3/CD4/CD28 beads; in transgenic mouse T cells; in the data active = activation above about 50%; inconclusive = mostly about 30% to 49%; also: 0% is about no effect
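First, unstimulated transgenic mouse T cells were exposed to compound for 60 min. Next, anti-CD3/anti-CD4-coated beads with anti-CD28 were added. Finally, after 18 h at 37 degrees C, EGFP and DsRed were imaged.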
PLK1 PBD inh = PLK1 (human) polo-box domain binding inhibition; 2.8% of 360,000 active; Potency, µM, for inactives: max response, negative = inhibition, hits mostly inhibitors; P53350; AID 720504; Plk1 PBD binding of FITC phosphopeptide, fluorescence polarization; also: potency is read from the fitted curve at half-maximal effect; series mostly up to about 57 µM; % is scaled to controls: 0 for no effect and ±100 for the full control effect; nearly all actives have a fitted effect of over 65% in size
Target sequence (P53350 whole entry, looked up, the tested form may be a part): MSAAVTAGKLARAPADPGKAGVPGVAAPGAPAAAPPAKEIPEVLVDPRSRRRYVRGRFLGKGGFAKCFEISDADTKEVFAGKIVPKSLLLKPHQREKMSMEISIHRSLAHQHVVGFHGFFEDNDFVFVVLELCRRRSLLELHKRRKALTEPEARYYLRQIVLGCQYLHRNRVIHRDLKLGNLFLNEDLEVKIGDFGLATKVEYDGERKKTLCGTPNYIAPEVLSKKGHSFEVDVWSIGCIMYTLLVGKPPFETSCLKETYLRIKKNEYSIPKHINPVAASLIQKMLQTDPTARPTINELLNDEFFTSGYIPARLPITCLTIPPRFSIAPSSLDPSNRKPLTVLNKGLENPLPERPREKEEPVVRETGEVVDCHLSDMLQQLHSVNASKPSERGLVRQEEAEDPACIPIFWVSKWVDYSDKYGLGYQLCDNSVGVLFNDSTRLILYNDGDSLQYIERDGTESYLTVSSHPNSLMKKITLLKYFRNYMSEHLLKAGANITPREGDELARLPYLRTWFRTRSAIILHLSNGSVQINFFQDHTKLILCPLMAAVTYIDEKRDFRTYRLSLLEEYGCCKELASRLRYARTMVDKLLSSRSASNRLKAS
GLP-1R agonist = GLP-1 receptor (human) agonism. P43220. HEK293 GLP-1R CRE-luciferase, luminescence, 4-6 h; cells express a hypersensitive GLP-1R form. Potency, µM (titrated, usually from 45.6 µM), inactives show at the highest dose activation, most hits filed as activators. AID 624172. 0.007% of 380,000 active; also: potency is read from the fitted curve at half-maximal effect; % of control where 0% means no effect
D3 ag = D3 dopamine receptor (human) agonism | AID 652048 | D3R DiscoveRx beta-arrestin cells, luminescence, 90 min | max activation, % | 0.58% of 410,000 active; in the data active = max activation above about 30%; also: 0% is about no effect; mostly tested at two doses, the higher about 12 µM
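Agonist-mode cell screen: cells plated at 1500/well and incubated overnight at 37 °C, then exposed to library compounds for 90 min at 37 °C. Detection reagent was added for 30–60 min at room temperature, and luminescence was read.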
GLP-1R inv ag = acts as inverse agonist at human GLP-1 receptor; P43220; HEK293 GLP-1R CRE-luciferase, luminescence, 24 h; GLP-1R form is constitutively active; Potency, µM (doses to about 38.3 µM), without a hit: top-dose activity change, negative = inhibition, actives largely listed as inhibitors; 1.6% of 410,000 active; AID 624417; also: potency is read from the fitted curve at half-maximal effect; % is scaled to controls: 0 for no effect and ±100 for the full control effect; nearly all actives have a fitted effect of over 55% in size
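HEK293 cells stably co-expressing a cAMP-responsive luciferase reporter and constitutively active GLP-1R were seeded, incubated 12 h, then exposed to compounds for 24 h at 37 C. Luminescence was read 12 min after detection reagent; inverse agonists lower signal.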
PI5P4K alpha inh = PI5P4K alpha (human) kinase inhibition | P48426 | 1.2% of 330,000 active | PI5P4Kalpha enzyme, ADP-Glo luminescence, 60 min; active compounds read low | max response, %; active = max response of -50% or lower; inconclusive = between -30% and -50%; inactive = -30% or higher; also: value at the top dose of about 77 µM; % is scaled to controls: 0 for no effect and ±100 for the full control effect
Target sequence (P48426 whole entry, looked up): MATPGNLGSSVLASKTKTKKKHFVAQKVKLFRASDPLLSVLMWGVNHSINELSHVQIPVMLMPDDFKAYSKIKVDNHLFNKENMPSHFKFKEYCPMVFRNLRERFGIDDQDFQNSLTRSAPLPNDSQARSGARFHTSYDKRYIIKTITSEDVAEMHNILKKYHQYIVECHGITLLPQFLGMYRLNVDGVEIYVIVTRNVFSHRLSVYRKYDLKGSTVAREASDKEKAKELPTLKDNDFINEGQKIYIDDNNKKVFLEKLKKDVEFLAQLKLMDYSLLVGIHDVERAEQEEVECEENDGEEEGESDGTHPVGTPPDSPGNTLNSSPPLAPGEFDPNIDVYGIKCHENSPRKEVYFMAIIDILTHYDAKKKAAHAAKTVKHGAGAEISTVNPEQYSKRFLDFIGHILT
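ADP-Glo luminescence end-point after a 60 min room-temperature kinase reaction. PI5P4Kalpha and substrate in HEPES pH 7.4 buffer with EGTA, 0.1% CHAPS and 5% DMSO; ATP at 5 microM final.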
HEK293 tox = cytotoxicity in counter-screen for GLP-1R inverse agonists. HEK293 cAMP-luciferase reporter cells, luminescence, 24 h. Potency, µM (doses to about 38.3 µM), without a hit: top-dose activity change, negative = inhibition, hits mostly inhibitors. 0.13% of 410,000 active. AID 624418;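 also: loss of luciferase light is scored as toxicity; potency is read from the fitted curve at half-maximal effect; % is scaled to controls: 0 for no effect and ±100 for the full control effect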
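MLSMR compounds, 24 hr on cells at 37 deg C/5% CO2; luminescence after luciferase reagent (12 min RT). Inhibition counted as the undesired cytotoxic outcome.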
* marks the source's active call; other numbers are inactive results. Unless noted, calls follow the shape of the dose curve; as a rule, active = well fitted curve in the direction sought with a large enough effect; inconclusive = small, poorly fitted or top-dose-only effect, or another doubt; inactive = no such curve, though single readings can be large; an effect the other way counts as inactive or inconclusive.

The first 2 records (preview)
Screening COc1ccc(-c2cc(NC=O)c3ncc(-c4cccc(C(C)=O)c4)n3c2)cc1 returned WRN inhibitor -8%, D3 antag 51, IL2 activator -0.4, PLK1 PBD inh -23%, GLP-1R agonist inconclusive, D3 ag 7, GLP-1R inv ag inconclusive, PI5P4K alpha inh -27 and HEK293 tox -13%.
Screening CCc1ccc(OCC(=O)NC(=S)Nc2ccc(Br)c(C)n2)cc1 returned WRN inhibitor 10%, D3 antag -1, IL2 activator -3.3, PLK1 PBD inh -5%, GLP-1R agonist -2%, D3 ag 2, GLP-1R inv ag 11%, PI5P4K alpha inh 4 and HEK293 tox -10%.

The listing, repeating the preview:
Screening COc1ccc(-c2cc(NC=O)c3ncc(-c4cccc(C(C)=O)c4)n3c2)cc1 returned WRN inhibitor -8%, D3 antag 51, IL2 activator -0.4, PLK1 PBD inh -23%, GLP-1R agonist inconclusive, D3 ag 7, GLP-1R inv ag inconclusive, PI5P4K alpha inh -27 and HEK293 tox -13%.
Screening CCc1ccc(OCC(=O)NC(=S)Nc2ccc(Br)c(C)n2)cc1 returned WRN inhibitor 10%, D3 antag -1, IL2 activator -3.3, PLK1 PBD inh -5%, GLP-1R agonist -2%, D3 ag 2, GLP-1R inv ag 11%, PI5P4K alpha inh 4 and HEK293 tox -10%.
`CC1(C)Cc2c(sc(NC(=O)C(=O)N3CCOCC3)c2C#N)CO1` gave WRN inhibitor 3%, D3 antag 10, IL2 activator -3.0, PLK1 PBD inh 9.5µM*, GLP-1R agonist -1%, D3 ag 4, GLP-1R inv ag 1%, PI5P4K alpha inh inconclusive and HEK293 tox -9%.
Screening CC(C)(C)c1ccc(S(=O)(=O)N2CCC(N3CCCCC3)CC2)cc1 returned WRN inhibitor 3%, D3 antag -2, IL2 activator 0.7, PLK1 PBD inh -6%, GLP-1R agonist 5%, D3 ag 9, GLP-1R inv ag 9%, PI5P4K alpha inh -5 and HEK293 tox 2%.
For COCCn1c(SCC(=O)Nc2ccccc2F)nc2c(c1=O)SCC2 the results were WRN inhibitor 3%, D3 antag 20, IL2 activator 4.0, PLK1 PBD inh -3%, GLP-1R agonist -2%, D3 ag 3, GLP-1R inv ag 27%, PI5P4K alpha inh -2 and HEK293 tox 3%.
For CN(CCC1CCOCC1)C(=O)C1CCC(=O)N(CCc2cccc(F)c2)C1 (stereo unspecified) the results were WRN inhibitor -1%, D3 antag -6, IL2 activator -2.2, PLK1 PBD inh 6%, GLP-1R agonist 3%, D3 ag 14, GLP-1R inv ag 14%, PI5P4K alpha inh 3 and HEK293 tox -21%.
For CC(NC(=O)C(=O)NCCc1c[nH]c2ccccc12)c1ccccc1 (stereo unspecified) the results were WRN inhibitor 3%, D3 antag 12, IL2 activator 0.1, PLK1 PBD inh 5%, GLP-1R agonist 10%, D3 ag -1, GLP-1R inv ag -20%, PI5P4K alpha inh -7 and HEK293 tox -6%.
`O=S(=O)(c1ccc(-n2cnnn2)cc1)N(C1CCCCC1)C1CCCCC1` gave WRN inhibitor 9%, D3 antag 5, IL2 activator -2.0, PLK1 PBD inh -8%, GLP-1R agonist -7%, D3 ag -3, GLP-1R inv ag 3%, PI5P4K alpha inh -1 and HEK293 tox -2%.
`COc1ccc(NC(=O)c2cc(S(=O)(=O)N3CCCCC3)cn2C)cc1Cl` gave GLP-1R agonist -1%, D3 ag 49*, GLP-1R inv ag 3% and HEK293 tox -1%.
Screening CC(OCC(O)CN1CCN(S(=O)(=O)c2ccc(Cl)cc2)CC1)c1ccc(Cl)cc1 (stereo unspecified) returned WRN inhibitor 2%, D3 antag 0, IL2 activator -2.8, PLK1 PBD inh 2%, GLP-1R agonist -5%, D3 ag 8, GLP-1R inv ag inconclusive, PI5P4K alpha inh -1 and HEK293 tox -1%.
`Cc1ccc(CNC(=O)c2cc(S(=O)(=O)N3CCCCC3)ccc2N2CCOCC2)cc1` gave WRN inhibitor -11%, D3 antag 11, IL2 activator -4.3, PLK1 PBD inh 3%, GLP-1R agonist -7%, D3 ag 1, GLP-1R inv ag inconclusive, PI5P4K alpha inh -3 and HEK293 tox -19%.
For Cc1ccc(C)c(NC(=O)COC(=O)c2c(C)nn(-c3ccccc3)c2C)c1 the results were WRN inhibitor 0%, D3 antag 3, IL2 activator -0.4, PLK1 PBD inh 3%, GLP-1R agonist 0%, D3 ag -4, GLP-1R inv ag 8%, PI5P4K alpha inh -1 and HEK293 tox -5%.
`Cc1cc(=O)[nH]c(N2CCCC2)n1` gave WRN inhibitor -2%, D3 antag 0, IL2 activator -0.2, PLK1 PBD inh -7%, GLP-1R agonist -13%, D3 ag -3, GLP-1R inv ag 5%, PI5P4K alpha inh 2 and HEK293 tox 2%.
For C#Cc1cccc(C(=O)N(Cc2cccnc2)CC2CCCN(C3CCCCC3)C2)c1 (stereo unspecified) the results were WRN inhibitor -2%, D3 antag 7, IL2 activator -4.4, PLK1 PBD inh 4%, GLP-1R agonist -3%, D3 ag -2, GLP-1R inv ag 0%, PI5P4K alpha inh -1 and HEK293 tox -26%.
`COc1ccc(C2=NOC(C)(c3nnc(-c4ccc(Cl)cc4)o3)C2)cc1` (stereo unspecified) gave WRN inhibitor -1%, D3 antag 16, IL2 activator -3.4, PLK1 PBD inh -17%, GLP-1R agonist 1%, D3 ag -13, GLP-1R inv ag 1%, PI5P4K alpha inh -1 and HEK293 tox 4%.
Screening CCOC(=O)Cn1c(=NC(=O)CN2C(=O)CCC2=O)sc2cc(S(N)(=O)=O)ccc21 returned WRN inhibitor 11%, D3 antag 0, IL2 activator -0.7, PLK1 PBD inh -25%, GLP-1R agonist 9%, D3 ag -12, GLP-1R inv ag 5%, PI5P4K alpha inh 1 and HEK293 tox 16%.
`CCOC(=O)N1CC=C2C(C#N)=C(N)C(C#N)(C#N)[C@H](c3cccs3)C2C1` (stereo partly specified) gave WRN inhibitor 5%, D3 antag 3, IL2 activator 0.6, PLK1 PBD inh -14%, GLP-1R agonist -17%, D3 ag 0, GLP-1R inv ag 7%, PI5P4K alpha inh 2 and HEK293 tox 5%.
`Cc1ccccc1NC(=S)N/N=C/c1ccc(O)cc1O` gave WRN inhibitor -15%, D3 antag -21, IL2 activator 0.7, PLK1 PBD inh -15%, GLP-1R agonist 21%, D3 ag 21, GLP-1R inv ag inconclusive, PI5P4K alpha inh inconclusive and HEK293 tox inconclusive.
`COc1ccc(CC(=O)Nc2c3c(nn2C(C)(C)C)CS(=O)(=O)C3)cc1OC` gave WRN inhibitor inconclusive, D3 antag -19, IL2 activator -3.8, PLK1 PBD inh 0%, GLP-1R agonist -6%, D3 ag -24, GLP-1R inv ag 14%, PI5P4K alpha inh -2 and HEK293 tox 19%.
CCCc1cc(=O)[nH]c(SCC(=O)NC2CCCc3ccccc32)n1 (stereo unspecified) was read as WRN inhibitor -9%, D3 antag 1, IL2 activator 1.6, PLK1 PBD inh -3%, GLP-1R agonist 7%, D3 ag 6, GLP-1R inv ag -11%, PI5P4K alpha inh -2 and HEK293 tox -8%.
CC(C)(Oc1ccc(Cl)cc1)C(=O)OCC(=O)NCCc1ccccc1 was read as WRN inhibitor 1%, D3 antag -3, IL2 activator -1.1, PLK1 PBD inh 0%, GLP-1R agonist -3%, D3 ag 0, GLP-1R inv ag 22%, PI5P4K alpha inh 0 and HEK293 tox -2%.
`O=C(CN1C(=O)NC2(CCCCC2)C1=O)Nc1ccccc1Cl` gave WRN inhibitor 5%, D3 antag -23, IL2 activator 0.4, PLK1 PBD inh -8%, GLP-1R agonist 0%, D3 ag -6, GLP-1R inv ag -3%, PI5P4K alpha inh 6 and HEK293 tox -12%.
`CCc1ccc(NC(=O)CN2C(=O)COc3ccc(S(=O)(=O)N4CCCC4)cc32)cc1` gave WRN inhibitor 7%, D3 antag -15, IL2 activator 1.6, PLK1 PBD inh -10%, GLP-1R agonist -3%, D3 ag -13, GLP-1R inv ag inconclusive, PI5P4K alpha inh 2 and HEK293 tox -13%.
Screening COc1cccc(C(=O)Nc2ccc(-c3nc4ccc(C)cc4s3)cc2)c1OC returned GLP-1R agonist -2%, D3 ag -10, GLP-1R inv ag 3% and HEK293 tox 11%.
N#Cc1ccc(NC(=O)Nc2ccc(Oc3ccc(NC(=O)Nc4ccc(C#N)cc4)cc3)cc2)cc1 was read as WRN inhibitor 10%, D3 antag 163, IL2 activator -0.2, PLK1 PBD inh -6%, GLP-1R agonist -8%, D3 ag 18, GLP-1R inv ag inconclusive, PI5P4K alpha inh -19 and HEK293 tox -16%.
CCc1nc2ccccc2c(=O)n1NC(=O)c1c(O)c2ccccc2[nH]c1=O was read as WRN inhibitor -11%, D3 antag -19, IL2 activator 0.5, PLK1 PBD inh -10%, GLP-1R agonist -1%, D3 ag -6, GLP-1R inv ag -26%, PI5P4K alpha inh -6 and HEK293 tox 6%.
Screening CC(C)[C@@H](NC(=O)C1CCN(C(=O)[C@@H]2CCCN2C(=O)OC(C)(C)C)CC1)C(=O)NCc1ccc(F)cc1 returned WRN inhibitor 7%, D3 antag 0, IL2 activator 1.7, PLK1 PBD inh -3%, GLP-1R agonist -4%, D3 ag -9, GLP-1R inv ag -15%, PI5P4K alpha inh -8 and HEK293 tox -2%.
COCCCNc1ccn2nc(-c3ccc(OCCN4CCOCC4)cc3)cc2n1 was read as WRN inhibitor -10%, D3 antag -7, IL2 activator -0.6, PLK1 PBD inh -10%, GLP-1R agonist 20%, D3 ag -2, GLP-1R inv ag 19%, PI5P4K alpha inh 2 and HEK293 tox -4%.
For CCCCN1CC(CO)Oc2cccc(F)c2S1(=O)=O (stereo unspecified) the results were WRN inhibitor 0%, D3 antag 34, IL2 activator -0.7, PLK1 PBD inh -8%, GLP-1R agonist -2%, D3 ag -7, GLP-1R inv ag -3%, PI5P4K alpha inh 1 and HEK293 tox -10%.
For COc1ccc(Cn2c(=O)c3cccnc3n(Cc3ccc([N+](=O)[O-])cc3)c2=O)cc1 the results were WRN inhibitor -11%, D3 antag 0, IL2 activator 0.6, PLK1 PBD inh -17%, GLP-1R agonist 5%, D3 ag 3, GLP-1R inv ag 7%, PI5P4K alpha inh 1 and HEK293 tox 4%.
O=C(NC1CCCC1)c1nc(-c2c(F)cccc2F)oc1-c1ccccc1 was read as WRN inhibitor -1%, D3 antag 22, IL2 activator -0.5, PLK1 PBD inh 0%, D3 ag 1, GLP-1R inv ag 11%, PI5P4K alpha inh 8 and HEK293 tox 6%.

Screening results as filed in PubChem.
